CSN deneddyl inh: blocks human CSN-mediated cullin deneddylation | Purified CSN, SCF-Nedd8-OG deneddylation, fluorescence polarization | AID 651999 | actives 0.38% (n = 360,000) | inhibition, % at 12.5 µM;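 active = pattern-corrected inhibition above about 35%, with an unprinted fluorescence ratio check between 0.5 and 1.5, limit read from the data, passing the limit was not always enough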;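 note: 0% = enzyme with substrate and 100% = substrate without enzyme; some results filed as inactive read as strong as hits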
Target sequence (Q92905 whole entry, looked up, one chain of several): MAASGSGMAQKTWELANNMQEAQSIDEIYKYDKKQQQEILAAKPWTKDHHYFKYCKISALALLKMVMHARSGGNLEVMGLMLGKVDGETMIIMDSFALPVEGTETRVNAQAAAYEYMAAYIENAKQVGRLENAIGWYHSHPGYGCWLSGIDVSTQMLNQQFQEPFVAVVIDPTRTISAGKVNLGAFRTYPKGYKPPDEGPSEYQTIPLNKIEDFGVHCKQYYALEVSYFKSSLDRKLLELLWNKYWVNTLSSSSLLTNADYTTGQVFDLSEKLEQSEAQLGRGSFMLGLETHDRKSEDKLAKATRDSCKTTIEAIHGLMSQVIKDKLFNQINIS
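Assay system: purified human Csn5 enzyme expressed in HEK293T cells; Input: 0.24 nM Csn5 enzyme, final concentration; Reagent: 10 nM SCFSkp2-Nedd8OG; Compound dosing: 12.5 µM single point; Times: reaction 90 min, room temperature; Technique: fluorescence polarization readout.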
LMPTP block: LMPTP (human) inhibition. recombinant LMPTP-A, OMFP fluorogenic substrate, fluorescence intensity. inhibition, % at 20 µM. actives 0.22% (n = 360,000). AID 651560;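 active = compounds that cut the enzyme signal by at least half of the control window in the single-dose screen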;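 note: plate controls were DMSO wells with enzyme plus substrate for no effect and substrate without enzyme for full effect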
Target sequence (P24666 whole entry, looked up): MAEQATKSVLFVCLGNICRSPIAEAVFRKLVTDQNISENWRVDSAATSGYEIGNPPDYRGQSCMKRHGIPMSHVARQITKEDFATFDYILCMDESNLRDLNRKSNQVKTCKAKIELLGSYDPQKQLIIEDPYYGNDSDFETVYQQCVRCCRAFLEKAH
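Buffer or medium: Bis-Tris pH 6.0, DTT, detergent; Assay system: LMPTP-A enzyme; Quantity: 0.625 nM enzyme; Detection: endpoint fluorescence intensity; Times: 50 min dark incubation at room temperature; Controls: substrate-only low control, DMSO enzyme-plus-substrate high control; Doses: single 20 µM dose; Read-out: percent inhibition versus substrate-only and uninhibited controls; Reagent: 400 µM OMFP.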
Neddyl block: cullin neddylation inhibition; P61081+Q13564; TR-FRET cullin neddylation, biochemical; calls only at 25 µM; actives 0.58% (n = 360,000); in the data active = inhibition above about 36%
Scp-1 inhibitor: blocks human Scp-1 phosphatase activity | Q9GZU7 | Recombinant Scp1, phosphopeptide, malachite green phosphate absorbance | inhibition, % at 20 µM | actives 0.88% (n = 340,000) | AID 493091;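 active = inhibition above about 50% at 20 µM, limit read from the data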;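 note: plate controls were DMSO wells with enzyme for no effect and wells lacking enzyme for full effect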
Target sequence (Q9GZU7 76-261 limits assumed): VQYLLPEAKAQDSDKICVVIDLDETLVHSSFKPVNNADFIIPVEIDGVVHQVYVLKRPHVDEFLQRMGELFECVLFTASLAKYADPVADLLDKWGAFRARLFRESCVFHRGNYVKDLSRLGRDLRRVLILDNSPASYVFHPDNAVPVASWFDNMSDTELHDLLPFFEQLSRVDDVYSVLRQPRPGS
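assay system = SCP-1 phosphatase catalytic domain, residues 76-261 | buffer or medium = 50 mM Tris acetate pH 5.5, 0.005% Tween-20, 10 mM MgCl2 | incubation = enzyme reaction 45 min at room temperature, colour 5 min, stabilisation 30 min | signal = Phosphate-binding colour reagent, absorbance read at 630 nm | measure = % inhibition at 20 µM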
NadD block: inhibitors of Staphylococcus aureus NadD. actives 0.78% (n = 360,000). AID 602399. inhibition, % at 20 µM. purified NadD enzyme, colorimetric absorbance read-out; in the data active = inhibition above about 26%; note: some compounds past the cut are filed as inactive
SUMO1 PPI mod: alters human SUMO1 binding to SIM partners; SUMO1 binding to a labelled peptide, TR-FRET, 1 h; inhibition, % at 20 µM; AID 602429; actives 0.33% (n = 360,000); P63165; in the data active = inhibition above about 37%
Target sequence (P63165 whole entry, looked up): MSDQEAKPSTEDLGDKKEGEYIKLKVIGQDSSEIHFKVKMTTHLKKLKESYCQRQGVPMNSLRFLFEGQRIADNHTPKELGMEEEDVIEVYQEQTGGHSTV
STEP block: blocks human striatal-enriched tyrosine phosphatase; recombinant STEP, OMFP fluorogenic substrate, fluorescence; inhibition, % at 20 µM; actives 0.25% (n = 360,000); AID 588621;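 active = inhibition at 20 µM, scaled per plate between control wells, above about 37%, limit read from the data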;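 note: 0% = DMSO with enzyme and substrate and 100% = substrate only without enzyme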
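Material: STEP (striatal-enriched tyrosine phosphatase) enzyme, cell-free; Compound dosing: 20 µM single dose in 1% DMSO; Technique: fluorescence read at 480 nm ex / 540 nm em; Times: reaction 20 min, ambient temperature; Medium: 50 mM Bis-Tris pH 6.0 with 2.5 mM DTT and 0.005% Tween 20; Also added: OMFP at 25 µM.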
DNMT1 block: DNMT1 (human) enzyme inhibition; P26358; DNMT1 molecular beacon, Hinp1I cleavage, fluorescence; inhibition (reported as % activation of signal), % at 10 µM; actives 0.83% (n = 360,000); AID 588458; in the data active = inhibition above about 50%
Rin1 Abl inh: inhibitors of human Rin1-Abl protein interaction | P00519+Q13671 | TR-FRET Rin1/Abl binding, biochemical | inhibition, % at 7.35 µM | actives 0.4% (n = 360,000) | AID 588664; in the data active = inhibition above about 5%, passing the limit was not always enough
Rpn11 block: inhibitors of human proteasome Rpn11. AID 588493. calls only at 20 µM. actives 0.59% (n = 360,000). human 26S proteasome, Ub4-pepOG fluorescence polarization; 20S core pre-blocked with epoxomicin. O00487;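 active = inhibition at 20 µM, scaled to each plate's controls, above about 33%, limit read from the data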
* = called active by the depositor; i = inactive; x = no result given.

SMILES | CSN deneddyl inh | LMPTP block | Neddyl block | Scp-1 inhibitor | NadD block | SUMO1 PPI mod | STEP block | DNMT1 block | Rin1 Abl inh | Rpn11 block
O=C1c2ccccc2C(O)(c2ncc[nH]2)N1C1CCCCC1 (stereo not given) | -9 | -0.3 | i | 6 | 6 | -4 | 1 | 0 | 4 | i
Cn1c(=O)c2c(nc(CN3CCN(C(=O)c4ccco4)CC3)n2Cc2ccccc2)n(C)c1=O | -5 | 3.4 | i | 23 | 2 | 6 | -4 | -3 | 1 | i
CCCCN(C(=O)C1=COCCO1)c1c(N)n(Cc2ccccc2)c(=O)[nH]c1=O | 2 | 1.0 | i | -4 | -3 | 0 | 1 | 0 | 4 | i
CN(Cc1ccccc1)C(=O)C1CCN(S(=O)(=O)c2ccc3nc4c(c(C(=O)O)c3c2)CCCC4)CC1 | 0 | 0.8 | i | 25 | 15 | 18 | 5 | -10 | -2 | i
CCCCCCC(=O)N(O)C1CC(=O)N(c2ccc(F)cc2)C1=O (stereo not given) | -1 | -4.2 | i | -7 | -1 | 9 | -3 | -8 | -1 | i
O=C(NCCc1c[nH]c2ccccc12)C(=O)NCC1OCCN1S(=O)(=O)c1cc(F)ccc1F (stereo not given) | 0 | -1.3 | i | 14 | 5 | 0 | 2 | -11 | -1 | i
O=C(CSc1nc2ccccc2s1)c1ccc(O)cc1O | 3 | 1.5 | i | -13 | -11 | 6 | 0 | -4 | 7 | i
O=C(CSc1ccccc1)Nc1ccc(C(=O)Nc2cccc(O)c2)cc1 | -3 | 2.1 | i | -18 | -4 | 12 | -1 | -4 | 0 | i
CCN(CC)C(=O)C(=O)N/N=C/c1ccc(Cl)cc1Cl | 1 | -0.5 | i | -3 | -2 | 0 | -2 | 4 | 0 | i
O=C(COc1ccc2c(-c3ccccc3)cc(=O)oc2c1)NC1CCS(=O)(=O)C1 (stereo not given) | -5 | 0.2 | i | -9 | 3 | -26 | -1 | -1 | 3 | i
Cc1ccc(NC(=O)c2ccncc2)cc1S(=O)(=O)N(C)C | 3 | -2.5 | i | -2 | 1 | -3 | -1 | 1 | 1 | i
CCCCCCN=C(C)C1=C(O)C(C(=O)OC)C(C)(C)CC1=O (stereo not given) | -3 | 0.7 | i | -10 | 1 | -1 | -4 | 3 | 8 | i
Cc1cc(C)cc(N(C(=O)c2csnn2)C(C(=O)NC(C)(C)C)c2ccccn2)c1 (stereo not given) | -2 | -1.4 | i | 2 | -3 | -2 | -1 | 8 | 1 | i
O=C(Nc1cccc(Br)c1)C1CC(=O)N(C2CCCC2)C1 (stereo not given) | 1 | -0.9 | i | -8 | 2 | -5 | 1 | -2 | 2 | i
O=C(Nc1ccc2c(c1)OCCO2)c1ccc(Br)c(S(=O)(=O)N2CCOCC2)c1 | -4 | 0.8 | i | -2 | -4 | 13 | 7 | 0 | 2 | i
Cc1c(Cl)cccc1NC(=O)CSC(N)=O | -1 | -0.9 | i | -7 | 10 | -2 | 0 | 0 | 2 | i
COC(=O)C[C@H]1C=C[C@@H](NC(=O)Nc2c(C)noc2C)[C@@H](CO)O1 | 1 | -0.6 | i | x | x | -2 | x | x | x | x
CC(C)N=C1CC(C)(C)CC(=O)/C1=C(/O)CCCN1C(=O)c2ccccc2C1=O | 2 | -1.3 | i | -5 | 4 | -3 | -1 | -1 | -3 | i
Cc1ccc(O)c(NC(=O)Cc2ccc3ccccc3c2)c1 | -7 | 0.6 | i | -16 | -9 | 5 | 4 | -1 | -3 | i
O=C1c2ccccc2C(=O)N1CCC(=O)N1CCc2ccccc21 | -2 | -1.0 | i | -2 | 5 | -1 | -4 | 10 | 4 | i
NC(=S)c1ncc(C(F)(F)F)cc1Cl | 1 | -1.1 | i | -1 | 3 | 1 | -1 | 2 | 1 | i
COCC1CCCCN1C(=O)c1cc(COc2ccc(C)c(C)c2)on1 (stereo not given) | -1 | -2.1 | i | x | -5 | 2 | 0 | 4 | 0 | i
C/C(=N/NC(=O)c1nnn(-c2nonc2N)c1CSc1ccc(C)cc1)c1ccncc1 | -1 | -1.6 | i | x | -2 | 3 | 2 | 13 | 1 | i
COc1ccc(-n2c(=O)c3ccccc3n(CC(=O)NCC3CCCO3)c2=O)cc1 (stereo not given) | 2 | 1.0 | i | 2 | 4 | -6 | 1 | 0 | -2 | i
Cc1cccc(C(=O)O[C@H]2[C@H](C)NS(=O)(=O)[C@H]3CC4C=C[C@]23O4)c1 | 0 | 0.1 | i | 0 | 3 | 0 | -2 | 6 | 3 | i
Cc1ccc(C(=O)N2CC(=O)Nc3ccccc32)o1 | 0 | -1.4 | i | 36 | 5 | -3 | 2 | 2 | -1 | i
COc1ccc(C(=S)N2CCCC2)cc1OC | -3 | 0.0 | i | -6 | 2 | 2 | 0 | -1 | 0 | i
Cn1c(CO)nc2cc(N)ccc21 | -2 | 0.5 | i | -4 | -1 | 0 | -1 | -2 | 2 | i
CC(C)c1ccc(NS(=O)(=O)c2ccc(N3C(=O)CCC3=O)cc2)cc1 | -4 | -0.3 | i | -17 | -7 | 2 | 1 | 3 | 0 | i
CCOC(=O)C1CCN(S(=O)(=O)c2ccc3[nH]c(=O)c(=O)[nH]c3c2)CC1 | -1 | 0.1 | i | -5 | 0 | 4 | 0 | 1 | 0 | i
N#Cc1c(C(F)(F)F)cc(-c2ccccc2)n(N)c1=O | 4 | -0.3 | i | -9 | -3 | -23 | 4 | 0 | 1 | i
CC(C)CN1CC(=O)N2C(c3ccccc3)c3[nH]c4ccccc4c3C[C@H]2C1=O (stereo not given in full) | 1 | 1.1 | i | -10 | 2 | 1 | 1 | 3 | -2 | i
C=CCNC(=O)CSc1nc2scc(-c3ccco3)c2c(=O)n1CC=C | 3 | 4.6 | i | 45 | 3 | 3 | 6 | 12 | -2 | i
O=C(O)Cc1sc(-c2ccc(Cl)cc2)nc1-c1ccccc1 | -1 | -1.4 | i | -9 | -4 | -7 | 2 | 13 | -3 | i
O=C(N[C@H]1C/C=C\C[C@H](CC(=O)N(CCO)Cc2ccccc2)C(=O)N[C@H](Cc2c[nH]c3ccccc23)COC1=O)OCC1c2ccccc2-c2ccccc21 | 0 | 2.2 | i | -3 | 32* | 4 | 0 | 1 | 6 | i
Cc1cccc(-n2nc3c(c2NC(=O)C(C)C)CS(=O)(=O)C3)c1C | -2 | -0.8 | i | 3 | 2 | 2 | 0 | 0 | 0 | i
CC1CCCCC12NC(=O)N(CC(=O)Nc1sc3c(c1C(N)=O)CCC3)C2=O (stereo not given) | 13 | -0.7 | i | 15 | 2 | 14 | 0 | 29 | -6 | i
CCN(C(=O)COC(=O)CCOc1cccc(C)c1)c1c(N)n(Cc2ccccc2)c(=O)[nH]c1=O | -3 | -0.5 | i | -10 | 5 | 1 | -4 | 9 | -3 | i
COCCn1nnnc1C(c1cc2ccc(C)cc2[nH]c1=O)N(Cc1ccco1)Cc1cccs1 (stereo not given) | -2 | -0.3 | i | 0 | 2 | -3 | 1 | -6 | 4 | i
O=C(CN1C(=O)c2ccccc2C1=O)NCc1ccc(N2CCOCC2)cc1 | -1 | 0.2 | i | -8 | 0 | -9 | 0 | -7 | 2 | i
CCC1(C)COC(c2ccc3c(c2)OCO3)OC1 (stereo not given) | 3 | -0.6 | i | -15 | -2 | 5 | 1 | -4 | 5 | i
CN(CCc1ccccc1)C(=O)c1ccc(NC(=O)Cc2ccc([N+](=O)[O-])cc2)cc1 | -4 | 2.0 | i | 8 | -4 | -19 | -2 | -6 | 3 | i
CCOc1ccc(OCC)c(NC(=O)CSc2nnc(C3CC3)n2CC)c1 | -5 | -0.8 | i | 3 | -4 | 5 | -2 | 2 | 1 | i
O=C(NCCOc1ccccc1)C1=CC=CN2CCS(=O)(=O)N=C12 | 3 | 0.4 | i | 0 | 3 | -2 | 1 | -1 | 6 | i
c1ccc(CNc2ncnc3sc4c(c23)CCC4)nc1 | 5 | 0.3 | i | 4 | -1 | -2 | -2 | -4 | -4 | i
COc1cccc(CC(=O)Nc2ccc(S(=O)(=O)Nc3nccs3)cc2)c1 | -3 | -0.9 | i | -10 | 2 | 23 | -2 | -1 | 1 | i
O=C(CCN1C(=O)C2C3CCC(C3)C2C1=O)OCC(=O)c1ccccc1 (stereo not given) | -4 | -0.7 | i | -8 | -2 | -5 | -1 | 2 | -2 | i
COc1cc(/C=N\NC(=O)c2ccc(-c3ccccc3)cc2)cc(OC)c1OC(C)=O | 4 | 0.9 | i | 16 | -1 | -4 | 0 | -4 | -1 | i
COc1ccc(-c2nnc(SCC3CCCO3)n2C)cc1 (stereo not given) | -5 | -0.6 | i | -1 | 1 | 2 | 0 | -1 | 1 | i
CCOC(=O)C1=NN(c2ccccc2)C(c2ccccc2)CC1=O (stereo not given) | -5 | -0.7 | i | -6 | -4 | -10 | 4 | -1 | -1 | i
Continued.
SMILES | CSN deneddyl inh | LMPTP block | Neddyl block | Scp-1 inhibitor | NadD block | SUMO1 PPI mod | STEP block | DNMT1 block | Rin1 Abl inh | Rpn11 block
CN1C(=O)C(C)(C)N(C(=O)c2cccc([N+](=O)[O-])c2)c2ccccc21 | 2 | 0.0 | i | -8 | -5 | -11 | -2 | -6 | -2 | i
CCCc1nc2oc3c(NCCOCCO)ncnc3c2c2c1COC(C)(C)C2 | 0 | 1.4 | x | -9 | -3 | 4 | 1 | -3 | 3 | i
Cc1cc(NC(=O)C2CC(c3cccc(Br)c3)=NO2)no1 (stereo not given) | 0 | 0.5 | i | 0 | 1 | -5 | 1 | -2 | -2 | i
NC(=O)c1ccsc1NC(=O)COC(=O)c1ccc([N+](=O)[O-])o1 | 0 | 2.3 | i | 7 | 1 | -22 | -2 | 4 | 4 | i
O=C(COC(=O)CNS(=O)(=O)c1cccc(F)c1)NCCc1ccccc1 | -2 | -0.4 | i | 3 | 0 | 0 | 7 | -2 | 2 | i

Among those listed so far, five contain an aryl methoxy group.
SMILES | CSN deneddyl inh | LMPTP block | Neddyl block | Scp-1 inhibitor | NadD block | SUMO1 PPI mod | STEP block | DNMT1 block | Rin1 Abl inh | Rpn11 block
COc1ccc(-n2c(=O)c3ccccc3n(CC(=O)NCC3CCCO3)c2=O)cc1 (stereo not given) | 2 | 1.0 | i | 2 | 4 | -6 | 1 | 0 | -2 | i
COc1ccc(C(=S)N2CCCC2)cc1OC | -3 | 0.0 | i | -6 | 2 | 2 | 0 | -1 | 0 | i
COc1cccc(CC(=O)Nc2ccc(S(=O)(=O)Nc3nccs3)cc2)c1 | -3 | -0.9 | i | -10 | 2 | 23 | -2 | -1 | 1 | i
COc1cc(/C=N\NC(=O)c2ccc(-c3ccccc3)cc2)cc(OC)c1OC(C)=O | 4 | 0.9 | i | 16 | -1 | -4 | 0 | -4 | -1 | i
COc1ccc(-c2nnc(SCC3CCCO3)n2C)cc1 (stereo not given) | -5 | -0.6 | i | -1 | 1 | 2 | 0 | -1 | 1 | i

Screens as filed in PubChem.
